Compound activity from PubChem BioAssay.
PP1 counter: PP1-alpha (human) inhibition in PP5 counter-screen; P62136; purified PP1alpha, OMFP fluorescence; inhibition, % at 6.7 µM; 320,000 tested, 0.9% active;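 active = inhibition above the mean inhibition of all tested compounds plus 3 SD, computed separately for each screening campaign, cut at about 15% in these data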
Target sequence (P62136 whole entry, looked up): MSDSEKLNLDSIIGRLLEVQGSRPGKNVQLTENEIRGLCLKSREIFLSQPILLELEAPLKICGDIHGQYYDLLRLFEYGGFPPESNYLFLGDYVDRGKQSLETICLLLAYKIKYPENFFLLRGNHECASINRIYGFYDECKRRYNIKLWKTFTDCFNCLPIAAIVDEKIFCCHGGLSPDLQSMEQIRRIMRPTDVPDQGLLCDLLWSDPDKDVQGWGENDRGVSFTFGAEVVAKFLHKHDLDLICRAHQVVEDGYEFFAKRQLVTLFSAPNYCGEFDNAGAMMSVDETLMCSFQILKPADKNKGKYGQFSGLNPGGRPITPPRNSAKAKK
EBNA-1 inhibitor: blocks EBNA-1 binding to DNA. EBNA-1 DNA binding, fluorescence polarization. inhibition, % at 14.8 µM. 300,000 tested, 0.34% active; in the data active = inhibition above about 28%
ZTA DNA inh: ZTA (EBV) inhibition in EBNA-1 counter-screen; inhibition, % at 11 µM; P03206; ZTA-DNA binding, fluorescence polarization; 320,000 tested, 0.15% active; AID 2234; in the data active = inhibition above about 33%
Target sequence (P03206 whole entry, looked up): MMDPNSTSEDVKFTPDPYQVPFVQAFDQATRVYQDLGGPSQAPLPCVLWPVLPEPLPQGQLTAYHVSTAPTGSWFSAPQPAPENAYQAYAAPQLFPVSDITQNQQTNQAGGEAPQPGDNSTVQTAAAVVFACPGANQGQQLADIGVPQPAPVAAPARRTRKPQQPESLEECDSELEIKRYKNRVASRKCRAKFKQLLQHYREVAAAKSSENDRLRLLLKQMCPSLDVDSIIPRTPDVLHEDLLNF
Efflux pump inh: blocks antifungal efflux pumps in multiplex yeast assay; S. cerevisiae Candida pump triplex, Nile Red efflux; inhibition, % at 10 µM; 330,000 tested, 0.44% active;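 active = plate passing quality check with inhibition over a set limit, or well fluorescence over plate mean plus 4 SD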;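 also: Nile Red retained in pooled yeast measured as flow cytometry median fluorescence; 0% = buffer negative control and 100% = Enniatin B positive control; higher means more Nile Red kept so more efflux inhibition; some compounds called inactive have numbers as strong as hits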
PREPL inhibitor: inhibitors of human prolyl oligopeptidase-like enzyme PREPL; inhibition, % at 5.96 µM; recombinant PREPL, fluorescence polarization activity-based probe; 320,000 tested, 0.68% active; in the data active = inhibition above about 43%;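 also: 0% = enzyme with DMSO and 100% = wells lacking enzyme; many of its hits are not listed in these tables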
core dimer inh: blocks dimerization of HCV core protein; TR-FRET GST/Flag-core106 dimerization, 1536-well; inhibition, % at 5 µM; 300,000 tested, 0.33% active;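 active = inhibition above the mean of all tested compounds plus 3 SD, set per screening campaign, cut at about 45% in these data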
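Assay system: Tagged HCV core106 pair (GST and Flag) | Buffer or medium: KF-containing HEPES buffer, pH 7.45, DTT, CHAPS, BSA | Also added: Eu donor and XL665 acceptor anti-tag antibodies | Dosing: One concentration, 5 µM, in 0.5% DMSO | Timing: 4 h at 22.5 °C | Technique: TR-FRET 671 and 617 nm emission | Repeats: Singlicate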
PP5 primary: blocks human protein phosphatase 5 activity. inhibition, % at 6.7 µM. 320,000 tested, 0.18% active. purified PP5c, OMFP substrate fluorescence. AID 1987;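 active = inhibition above the campaign's mean inhibition across all tested compounds plus 3 SD, cut at about 9.5% in these data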;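 also: 0% = DMSO only and 100% = 100 µM cantharidin control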
Target sequence (P53041 whole entry, looked up): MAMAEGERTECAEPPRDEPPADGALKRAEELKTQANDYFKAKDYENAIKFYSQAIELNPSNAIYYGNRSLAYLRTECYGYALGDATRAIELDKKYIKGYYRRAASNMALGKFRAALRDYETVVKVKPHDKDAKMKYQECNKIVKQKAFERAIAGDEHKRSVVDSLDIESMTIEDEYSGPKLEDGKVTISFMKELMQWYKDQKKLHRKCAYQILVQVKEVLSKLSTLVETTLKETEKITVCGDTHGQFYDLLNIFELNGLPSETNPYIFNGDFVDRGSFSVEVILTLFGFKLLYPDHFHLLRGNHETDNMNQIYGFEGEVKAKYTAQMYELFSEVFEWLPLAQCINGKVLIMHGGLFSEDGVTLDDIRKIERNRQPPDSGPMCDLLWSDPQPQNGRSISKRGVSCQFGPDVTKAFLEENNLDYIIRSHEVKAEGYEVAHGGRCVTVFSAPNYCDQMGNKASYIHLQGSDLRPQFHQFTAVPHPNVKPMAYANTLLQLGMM
TPT1 inh: blocks Candida albicans tRNA 2'-phosphotransferase. recombinant caTPT1, FP RNA substrate dephosphorylation. inhibition, % at 5 µM. 300,000 tested, 0.81% active. AID 1962;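 active = inhibition above the mean of all tested compounds plus 3 SD, set per screening campaign, cut at about 24% in these data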;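 also: plate controls were DMSO alone for no effect and ferristatin control at 100 nM for full effect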
CTSL1 counter: cathepsin L1 inhibition, PFM18AAP counter-screen; AID 1906; 300,000 tested, 0.49% active; inhibition, % at 5.96 µM; recombinant F. hepatica cathepsin L1, Z-Leu-Arg-MCA fluorescence;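 active = inhibition above the mean of all tested compounds plus 3 SD, set per screening campaign, cut at about 17% in these data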;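 also: 0% = plate median of test compound wells and 100% = 1 µM Z-Phe-Ala-diazomethylketone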
Starred values were filed as active, the others as inactive; / = not tested or not shown. An excerpt; count on the stated rates, not on these rows.

SMILES	PP1 counter	EBNA-1 inhibitor	ZTA DNA inh	Efflux pump inh	PREPL inhibitor	core dimer inh	PP5 primary	TPT1 inh	CTSL1 counter
COc1ccc(NC(=O)Cc2csc(NC(=O)Nc3ccccc3OC)n2)c(OC)c1	-2	-4	8	-0.1	4	3	2.5	-3	1
O=C(O)CCS(=O)(=O)c1ccc(-c2ccccc2)cc1	2	1	4	-0.1	-2	4	-1.1	2	0
COc1cc(NS(C)(=O)=O)c(OC)cc1NC(=O)c1ccccc1	0	4	12	-0.1	5	2	0.7	-3	2
COc1cc(NC(=O)C/C(C)=N/NC(=O)C(OC)c2ccccc2)c(OC)cc1Cl (centres undefined)	0	-10	-6	-0.3	5	-1	1.7	5	-1
CSc1ccc(CN(C)CC(=O)Nc2ccccc2Br)cc1	0	-7	-19	0.4	-30	2	2.1	-1	3
Cc1cccc2c1N(CCOc1ccccc1Cl)C(=O)C2=O	18*	-4	-9	-0.2	1	3	5.5	-2	0
O=C(Nc1ccc(F)c(Cl)c1)N1CCCC1	1	-12	-9	0.0	-4	5	3.7	0	-2
CCCCCCCCNC(=O)/C(C#N)=C/c1ccc2c(c1)OCCO2	2	7	-2	-0.2	-9	6	1.6	-3	7
COc1cccc(CN(C)C(=O)CCNC(=O)c2ccco2)c1	0	/	5	-0.1	9	/	1.8	/	/
Cc1cccc(-c2cc3nc(C)cc(NCCCn4ccnc4)n3n2)c1	5	0	-2	-0.1	17	-1	1.7	-5	-3
COc1cccc(/C=C2\SC(=S)N(NS(=O)(=O)c3ccccc3)C2=O)c1OC	15	-6	-20	0.0	-3	7	-2.3	-2	4
O=C(NCc1ccco1)c1cc([N+](=O)[O-])ccc1Cl	0	-6	-22	0.0	9	-3	0.5	4	-5
O=C(Cn1cc(C(F)(F)F)ccc1=O)N/N=C/c1ccc(O)cc1	-4	-11	6	0.1	7	-5	5.0	0	-1
Cc1ccc(/C=N/NC(=O)c2cc(C3CC3)nc3ccccc23)o1	-3	-10	-20	0.0	-9	-20	2.8	-3	9
Cc1cccc(C(C)n2nnc3ccccc32)c1O (centres undefined)	2	0	-25	-0.2	-2	-14	2.0	-2	-2
COc1ccc(S(=O)(=O)NCC2CCCN(C(=O)CSC)C2)cc1 (centres undefined)	3	-1	-10	0.0	1	5	0.6	-1	-6
C=CCNc1nc2c(c(=O)n(C)c(=O)n2C)n1Cc1ccc(F)cc1	-6	1	-1	-0.2	11	-30	3.2	0	6
CCOC(=O)c1[nH]c(C)c(C(=O)OCC(=O)NC(=O)NC(C)(C)C)c1C	-2	14	-17	0.2	-4	-3	1.2	-4	-1
Cc1c(O)c(=O)ccn1C	3	-4	0	0.0	26	-1	-0.2	-4	1
COc1ccc(N2CCN(CCNC(=O)Nc3cc(Cl)ccc3OC)CC2)cc1	-3	-4	-2	0.1	8	-3	3.1	2	-1
O=C(CCCOc1ccc(Br)cc1)Nc1nnc(C2CC2)s1	6	/	-12	0.1	-2	/	2.4	/	/
COc1ccc(OC)c(-n2c(=S)[nH]c3cc(C(=O)N4CCN(c5ccccc5)CC4)ccc3c2=O)c1	-3	5	8	0.1	10	10	-1.2	6	4
O=C1CC(N2CCN(CCc3ccccn3)CC2)C(=O)N1c1ccc(Cl)cc1 (centres undefined)	-6	-4	1	0.0	5	2	-0.2	1	-1
CCOc1ccc(S(=O)(=O)Nc2cccc(C(=O)NCC(c3ccc(OC)cc3)N3CCOCC3)c2)cc1 (centres undefined)	-1	1	-9	-0.2	0	11	1.5	0	-2
COc1cc(OC)c(NC(=O)c2ccc3c(SCC(=O)O)c4c(nc3c2)CCCC4)cc1Cl	-5	4	4	-0.1	27	47*	0.9	3	3
COc1cccc(NC(=O)Cc2csc(NC(=O)Nc3ccccc3OC)n2)c1	-4	-6	10	-0.1	1	3	3.7	-3	-1
CC(=O)c1cccc(N2C(=O)CC(N3CCN(S(=O)(=O)c4ccc(Cl)cc4)CC3)C2=O)c1 (centres undefined)	1	/	1	-0.1	-1	/	-1.1	/	/
Cc1ccc(NC(=S)Nc2ccccn2)c(C)c1	0	3	-10	-0.1	2	-8	-0.8	-1	-1
CCCN1CCN(CCCNC(=O)c2ccc3c(Cl)c4c(nc3c2)CCCC4)CC1	1	-3	-23	0.1	12	-13	1.4	-6	4
O=c1cc(CN2CCN(c3cccc(Cl)c3)CC2)c2cc(O)c(-c3ccccc3)cc2o1	-1	4	17	0.2	-9	5	2.0	2	1
COC(=O)c1cc(C(=O)OC)cc(-n2c(C)cc(C(=O)CC#N)c2C)c1	1	-6	-3	0.0	1	13	0.2	2	-2
Cc1[nH]c2ccc(F)cc2c1CCN(Cc1cccnc1)C(=S)NC(C)(C)C	-1	-6	4	0.0	17	-1	1.7	-2	2
CC(=O)OCC(=O)[C@@]1(O)CC[C@H]2[C@@H]3CCC4=CC(=O)C=C[C@]4(C)[C@H]3[C@@H](O)C[C@@]21C	3	-5	10	-0.1	7	-1	1.8	-4	-6
CCCCNC(=O)C(CC)(ONc1ccccc1C(F)(F)F)c1ccccc1 (centres undefined)	1	/	-5	0.0	10	/	2.6	/	/
CCOc1ccc(CCNC(=O)c2ccc(CS(=O)Cc3ccc(Cl)cc3)o2)cc1OCC (centres undefined)	-8	-11	3	-0.1	3	6	0.5	-3	-2
O=c1[nH]c2cc3c(cc2cc1CN(CCO)S(=O)(=O)c1ccccc1)OCCO3	10	-1	-26	-0.1	-6	-2	-2.9	4	-1
Cc1nc(N)sc1N=Nc1c(C)n(C)n(-c2ccccc2)c1=O	-4	-8	-6	0.1	8	-5	1.2	4	4
COc1cc(/C=C/C(=O)OCC(=O)NC(=O)NCc2ccccc2)ccc1OCC#N	-4	9	3	0.0	1	4	-2.1	-1	-1
COc1ccc(NC(=O)N2CCc3cc(OC)c(OC)cc3C2)cc1	-5	12	1	-0.1	-4	0	0.0	2	-3
C#CCOCCOCCOCCNc1nc(N2CCN(C(=O)[C@H](Cc3cc4ccccc4[nH]3)n3cc([C@@H](N)C(C)CC)nn3)CC2)nc(N2CCN(C(=O)[C@H](CCCCN)n3cc([C@@H](N)CC(C)C)nn3)CC2)n1 (some centres undefined)	16*	-5	-15	-0.1	46*	-35	1.6	0	7
Cc1cc(Cl)ccc1OCCCC(=O)N1CCOCC1	2	8	-11	-0.2	28	-1	1.7	2	-4
CCC(C)c1ccc(NC(=S)NCc2cccnc2)cc1 (centres undefined)	7	-14	5	-0.2	-7	-12	1.6	-2	7
Nc1nonc1-n1nnc(C(=O)N/N=C/c2ccc(OCc3ccc(F)cc3)cc2)c1COc1ccccc1	9	7	-10	0.0	1	16	0.0	-1	1
COc1ccc(C2C(C#N)=C(N)N(c3ccccc3)C3=C2C(=O)CCC3)cc1Cn1cc([N+](=O)[O-])cn1 (centres undefined)	1	2	23	-0.1	20	12	1.4	9	1
Cc1ccc(SCC(=O)c2c(C)nc3cc(C)ccn23)cc1	9	6	-19	0.1	-11	4	0.3	1	4
Cc1ccccc1/C=N/N=C1/NC(=O)CCS1	-10	-2	-9	-0.1	0	2	0.8	-7	0
COc1ccccc1NC(=O)c1ccc(NC(=O)c2nc3nccc(C)n3n2)cc1	-6	/	0	0.1	3	/	1.1	/	/
Cc1ccc(-n2sc3ccccc3c2=O)cc1	-1	6	-10	0.4	8	-14	-2.0	-2	4
C=CCc1cccc(CNc2cnc3ccccc3c2)c1O	2	6	15	-0.2	16	15	3.9	0	1
COc1cc(O)oc1C=Nc1ccc(Cl)cc1	0	5	-20	-0.2	9	-8	3.1	-3	-3
CCOC(=O)CCCNC(=O)CN1CCC(c2nc3ccccc3s2)CC1	2	-3	3	0.1	4	12	1.2	-2	5
CCN(CC(=O)Nc1ccc(NC(C)=O)cc1)C(=O)c1ccc2ccccc2c1	0	3	8	0.3	-8	-2	-2.1	3	6
COc1ccc(OC)c(NC(=O)NCCN2CCN(c3ccccc3)CC2)c1	-2	0	2	-0.1	-4	-3	-1.7	1	6
O=C(Cc1ccc(NC2=NC3CS(=O)(=O)CC3S2)cc1)NCCc1ccccc1 (centres undefined)	-4	5	-11	0.0	9	-4	-1.3	-4	2
O=C(C1CCCCCC1)N1CC[C@@H](N2CCC(O)CC2)[C@H](O)C1	-5	-7	-1	0.1	-6	1	0.9	-1	-3
O=C(COc1coc(CN2CCc3ccccc3C2)cc1=O)Nc1cccc(Cl)c1	-2	4	-3	0.0	21	-6	-0.1	-3	-3
CCN1C(=O)[C@H]2[C@@H](c3ccc(C)cc3)N3C(=O)N(c4ccc(C(F)(F)F)cc4)C(=O)[C@@]3(CC(C)C)[C@H]2C1=O	-1	1	5	0.1	9	-2	6.7	2	0
CN(C1(C)CCS(=O)(=O)C1)S(=O)(=O)c1ccc2ccccc2c1 (centres undefined)	-3	-1	5	0.0	-1	-4	-0.1	1	-1
COc1cc(C(CC(=O)Nc2cc(C)ccn2)N2Cc3ccccc3C2=O)cc(OC)c1OC (centres undefined)	-3	-11	13	0.0	-2	3	1.2	0	-1
NS(=O)(=O)c1ccc(NS(=O)(=O)/C=C/c2ccccc2)cc1	-2	-4	4	-0.1	-3	5	1.2	-2	-3

Two of the compounds above, field by field:
mol: CCN1C(=O)[C@H]2[C@@H](c3ccc(C)cc3)N3C(=O)N(c4ccc(C(F)(F)F)cc4)C(=O)[C@@]3(CC(C)C)[C@H]2C1=O
  PP1 counter: -1	EBNA-1 inhibitor: 1	ZTA DNA inh: 5	Efflux pump inh: 0.1	PREPL inhibitor: 9	core dimer inh: -2	PP5 primary: 6.7	TPT1 inh: 2	CTSL1 counter: 0
mol: CN(C1(C)CCS(=O)(=O)C1)S(=O)(=O)c1ccc2ccccc2c1 (centres undefined)
  PP1 counter: -3	EBNA-1 inhibitor: -1	ZTA DNA inh: 5	Efflux pump inh: 0.0	PREPL inhibitor: -1	core dimer inh: -4	PP5 primary: -0.1	TPT1 inh: 1	CTSL1 counter: -1

Next structures follow:
SMILES	PP1 counter	EBNA-1 inhibitor	ZTA DNA inh	Efflux pump inh	PREPL inhibitor	core dimer inh	PP5 primary	TPT1 inh	CTSL1 counter
COc1ccc(-n2c(Cc3cccn3C)nnc2SCC(=O)Nc2ccc(C)cc2)cc1	-2	3	5	0.2	8	4	0.4	-1	1
COC(=O)C1=C(N)Oc2cc(C)n(CC3CCCO3)c(=O)c2C1c1ccc(Cl)c(Cl)c1 (centres undefined)	0	6	0	0.0	-41	4	3.4	-1	2
Brc1cccc(-c2nnc3sc(CNC4CCCC4)cn23)c1	-3	5	-10	0.1	10	-9	1.4	-3	-2
COc1ccc(OC)c(C(=O)Cn2c3[n+](c4ccc(C(F)(F)F)cc42)CCCCC3)c1	0	0	21	-0.1	15	-1	-0.3	-2	3
CCOc1ccccc1C(=O)NC(C(=O)N(C)Cc1ccc2c(c1)OCO2)C(C)C (centres undefined)	1	/	-6	0.1	2	/	-0.2	/	/
O=C(CCN1C(=O)C2C3CC(C(Br)C3Br)C2C1=O)OCC(=O)c1ccccc1 (centres undefined)	-1	8	12	-0.1	8	1	0.7	0	1
CC12C(=O)N(Cc3ccccc3)C(=O)C1C1C=CC2C1 (centres undefined)	-2	5	1	0.0	4	-3	-0.4	-3	5
CN(C)C(=O)N1CCCC(C(=O)NCc2cccs2)C1 (centres undefined)	-3	-3	-16	-0.1	7	-4	-0.7	-1	-2
CCC(c1nnc(SCC(=O)N2CC(=O)Nc3ccccc32)n1Cc1ccccc1)N(C)C (centres undefined)	-4	2	10	-0.1	-4	-7	3.2	3	-3
O=[N+]([O-])c1ccc(S(=O)(=O)c2ccccc2)nc1	5	-10	-15	1.6	19	-4	2.8	-5	7
O=C1CC(N(C(=O)c2ccco2)c2cccc(Cl)c2)C(=O)N1c1cccc(Cl)c1 (centres undefined)	3	0	-6	-0.2	-3	5	3.1	1	2
CCCCOC(=O)Nc1ccc(C(C)C)cc1	-1	5	12	0.0	-4	-3	0.5	-8	0
